# Bioassay records from PubChem.
# PLK1 inh: inhibitors of human PLK1 kinase; recombinant PLK1 kinase, TR-FRET peptide phosphorylation; inhibition, % at 10 µM; hit rate 0.53% among 97,000;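 active = inhibition of 50% or more in the single-concentration screen; inactive = inhibition below 50%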;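 also: 0% = DMSO max control and 100% = H-89 dihydrochloride min control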
# Mac1 fbg enh: increases human CD11b/CD18 adhesion to fibrinogen. P05107+P11215. K562 CD11b/CD18 adhesion to fibrinogen, ATPlite luminescence. activation, % at 10 µM. hit rate 0.07% among 93,000. AID 1499;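 active = 10 µM primary screen giving 50% or more activity, confirmed by 40% or more on retest at that dose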; also: strong numbers were not always called active
# ERa SRC1 inh: ER-alpha (human) coactivator binding inhibition. TR-FRET ER-alpha LBD / SRC-1 peptide, estradiol-bound. inhibition, % at 25.6 µM. hit rate 1.7% among 86,000. P03372. AID 629; in the data active = inhibition above about 50%;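 also: 0% = receptor plus peptide control and 100% = peptide only without receptor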
# Target sequence (P03372 whole entry, looked up, the tested form may be a part): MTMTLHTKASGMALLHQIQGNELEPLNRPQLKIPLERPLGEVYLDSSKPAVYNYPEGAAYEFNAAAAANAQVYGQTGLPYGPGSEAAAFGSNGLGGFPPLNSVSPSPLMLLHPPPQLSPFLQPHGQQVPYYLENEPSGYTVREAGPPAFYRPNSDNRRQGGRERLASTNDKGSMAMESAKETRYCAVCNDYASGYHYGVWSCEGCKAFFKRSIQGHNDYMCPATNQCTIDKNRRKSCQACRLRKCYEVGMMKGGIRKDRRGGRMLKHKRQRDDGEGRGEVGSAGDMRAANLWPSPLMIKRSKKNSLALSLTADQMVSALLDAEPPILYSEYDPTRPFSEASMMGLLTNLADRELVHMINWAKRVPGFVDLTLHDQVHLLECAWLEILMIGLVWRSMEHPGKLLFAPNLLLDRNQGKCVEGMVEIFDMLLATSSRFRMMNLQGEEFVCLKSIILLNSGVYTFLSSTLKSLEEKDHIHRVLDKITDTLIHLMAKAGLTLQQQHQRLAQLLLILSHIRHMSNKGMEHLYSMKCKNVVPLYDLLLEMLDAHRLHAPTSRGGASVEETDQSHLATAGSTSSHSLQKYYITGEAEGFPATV
# CD11b adhes inh: inhibitors of human CD11b/CD18 binding to fibrinogen | P05107+P11215 | K562 CD11b/CD18 adhesion to fibrinogen, ATPlite luminescence; Mn2+ added to activate the integrin | inhibition, % at 10 µM | hit rate 0.54% among 93,000;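 active = primary inhibition of 50% or more at 10 µM, then 40% or more on retest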; also: some results filed as inactive read as strong as hits
# Plk1 PBD FP: inhibitors of human Plk1 polo box domain binding. inhibition, %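 (tested at about 20 µM)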. hit rate 0.13% among 97,000. P53350. Plk1 PBD phosphopeptide binding, fluorescence polarization; in the data active = inhibition above about 34%, passing the limit was not always enough
# FAK blocker: inhibitors of human focal adhesion kinase; hit rate 0.84% among 97,000; biochemical FAK kinase activity assay; inhibition, %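 (tested at 7 µM)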; in the data active = inhibition above about 19%;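 also: 0% = DMSO and 100% = reference compound high control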
# ERb SRC1 inh: ER-beta (human) coactivator binding inhibition | inhibition, % at 25.6 µM | Q92731 | TR-FRET ER-beta LBD / SRC1-Cy5 peptide binding; receptor agonist-loaded with 1 µM estradiol | hit rate 1.3% among 86,000;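 active = compounds whose percent inhibition of the receptor-coactivator binding signal exceeds about 50% in the single-dose screen, limit read from the data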;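 also: 0% = receptor plus peptide wells without compound and 100% = peptide-only wells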
# HIV Rev-RRE inh: inhibitors of HIV-1 Rev-RRE RNA interaction; Rev peptide-RRE RNA binding, FRET; inhibition, % at 8 µM; hit rate 0.79% among 97,000; AID 704;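 active = inhibition above the screen-wide mean plus 3 SD, cut at about 35% in these data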;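 also: 0% = median DMSO wells and 100% = median Neomycin B control wells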
# Target sequence (P05866 whole entry, looked up): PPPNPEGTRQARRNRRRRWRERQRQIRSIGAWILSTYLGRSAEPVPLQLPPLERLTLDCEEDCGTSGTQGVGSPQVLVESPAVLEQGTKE
#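 Test system – labelled RRE RNA duplex and labelled Rev peptide · Reagent – labelled Rev peptide · Doses – one concentration, 8 µM nominal · Incubation – 5 + 15 min at 25 °C · Signal – FRET fluorescence readout · Read-out basis – % inhibition of FRET ratio versus controls · Control set – DMSO wells as 0% and neomycin B wells as 100% inhibition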
# ERa SRC1 pot: enhances coactivator binding to human estrogen receptor alpha; P03372; TR-FRET ERalpha-LBD/SRC-Cy5 coactivator binding, 2 h; 100 = basal binding, no effect; coactivator binding (% of control), % at 25.6 µM; hit rate 1.3% among 86,000; AID 639; in the data active = activity above about 200%;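 also: binding measured in presence of low estradiol as agonist stimulus; 0% = peptide alone without receptor and 100% = receptor with peptide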
# Active calls of the source: *; . = no result given; [ ] = remark or other dose.
SMILES,PLK1 inh,Mac1 fbg enh,ERa SRC1 inh,CD11b adhes inh,Plk1 PBD FP,FAK blocker,ERb SRC1 inh,HIV Rev-RRE inh,ERa SRC1 pot
O=C(NC1CCCCC1)[C@H](O)[C@@H](O)C(=O)NC1CCCCC1,-10,-5,0,-4,-8,3,-5,4,118
O=C(COc1ccccc1)NCc1ccc2c(c1)OCO2,-3,1,3,1,12,-2,-2,-1,105[fluorescence artefact?]
Cc1ccc2cc3cc(C(=O)NCc4ccc5c(c4)OCO5)oc3nc2c1,-30,64,51*[fluorescence artefact?],-11,-11,28*,35[fluorescence artefact?],2,125
COc1cc2c(cc1OC)-c1nnc(-c3cccs3)n1C1(CCCC1)C2,-8,5,-4,10,10,1,-7,3,111
O=C(COC(=O)c1cccc(S(=O)(=O)N2CCc3ccccc32)c1)NC1CCS(=O)(=O)C1 (stereo not drawn),-10,-5,-4,-1,-12,0,6,6,101
O=C(CSc1nnc(-c2ccccc2)n1Cc1ccccc1)N1CCOCC1,-7,-4,-41,-2,22,-3,-38,1,107
C=CCn1c(SCc2cc(=O)n3ccsc3n2)nc2scc(C3CC3)c2c1=O,.,-8,10,22,.,.,-2,.,115[fluorescence artefact?]
COc1ccc(N(CC(=O)NCc2ccco2)S(=O)(=O)c2ccc(OC)c(OC)c2)cc1,.,3,2[fluorescence artefact?],6,.,.,54*[fluorescence artefact?],.,94
CCc1ccc2oc(C(=O)NCc3ccncc3)c(C)c2c1,-14,.,5,.,3,-1,-4,11,114
COC(=O)[C@H](CCSC)NC(=O)Nc1ccc(OC)cc1OC,-8,0,-8,-2,-2,-1,-6,12,96
CC(C)C(NS(=O)(=O)c1cccs1)C(=O)NCc1ccc2c(c1)OCO2 (stereo not drawn),.,3,-3,-17,.,.,-2,.,129[fluorescence artefact?]
Cc1cc(C(=O)COC(=O)c2csc3c2CCCC3)c(C)n1C,-6,-2,-1,-1,20,1,22,0,121
O=C(NCc1nnc(SCC(=O)N2CCCC2)o1)c1c(F)cccc1Cl,-10,-4,-5,7,8,-1,-3,10,92
CN(C)S(=O)(=O)c1ccc(C(=O)NCCOc2ccc(F)cc2)cc1,-12,3,4[fluorescence artefact?],1,14,1,1[fluorescence artefact?],-4,98[fluorescence artefact?]
COc1ccc(C(C#N)N2N=C(C)CC2(C)C)cc1 (stereo not drawn),-2,-2,-8,7,11,0,10,10,94
CCOC(=O)c1ccccc1NC(=O)Cn1cnc2c(cnn2-c2ccccc2)c1=O,-3,-2,7,-10,10,2,24,-2,118
O=C1CC(SC(=NCc2ccc3c(c2)OCO3)Nc2ccccc2)C(=O)N1c1ccccc1 (stereo not drawn),-15,-1,-5,11,15,-3,-2,6,126
Cc1cccc(OCCC(=O)Nc2ccc(S(=O)(=O)N3CCCC3)cc2)c1,1,.,.,.,-17,-3,.,7,.
Cn1cnnc1SCC(=O)c1ccc2c(c1)CCCC2,-2,-4,-1,1,-14,6,5,6,115
O=C(NCCN1CCOCC1)c1ccc(=O)oc1,-6,3,2,-23,0,5,0,3,112
COc1ccc2nc(NC(=O)C3CCCN(S(=O)(=O)c4cccc5nonc45)C3)sc2c1 (stereo not drawn),-7,.,-12,.,-13,1,-12[fluorescence artefact?],13,143[fluorescence artefact?]
CC(CCc1ccco1)NC(=O)CSc1cc(=O)n(C)c2ccccc12 (stereo not drawn),-2,-4,-7,-8,1,3,-12,1,101
COCCn1c(C)cc(C(=O)CSc2ncn[nH]2)c1C,1,0,-7,-8,4,-4,-9,5,109[fluorescence artefact?]
CCCc1nc2scc(-c3ccc(C)cc3)c2c(=O)n1N,5,-1,5,-4,-23,-2,1,8,107
COc1ccc(C(=O)Cn2c(Br)nc3c2c(=O)n(C)c(=O)n3C)cc1OC,-3,2,2,-5,-1,6,-3,7,119
Cc1cccc(C(=O)NCCN2CCCC2)c1,-1,-2,-4,16,4,0,-4,9,113[fluorescence artefact?]
COc1ccc(OCC(O)Cn2c(Br)nc3c2c(=O)[nH]c(=O)n3C)cc1 (stereo not drawn),-3,5,1,-28,-16,-2,26,2,100
COc1ccccc1-c1nnc(NC(=O)c2ccccc2F)o1,-5,0,-1,4,27,-2,-14,6,105
Cc1cc(C)c(C)c(S(=O)(=O)ON2C(=O)c3ccccc3C2=O)c1C,-13,4,.,5,6,3,.,6,.
COc1cccc(C2C(C(C)=O)=C(O)C(=O)N2CCc2c[nH]c3ccccc23)c1 (stereo not drawn),-6,-2,8,9,-27,-1,-11,0,87
Cc1cc(C)nc(NC(=O)c2ccc(Cl)c(Cl)c2)n1,-4,-1,4,-3,-10,2,-2[fluorescence artefact?],0,99
CCc1cccc(CC)c1N(COC)C(=O)Cn1c(CO)nc2ccccc21,-5,0,-27,6,0,2,-22[fluorescence artefact?],8,100
O=C(CN1C(=O)c2ccccc2S1(=O)=O)NC1CCCC1,-1,-6,2,4,-8,0,-2,9,116
CC(C)OC(=O)CSc1nnc(Cc2ccccc2)n1C,-19,-2,2,-2,-1,-2,6,6,95
O=C(CN1C(=O)S/C(=C/c2cccs2)C1=O)N1CCOCC1,0,0,.,-3,-4,-1,.,8,.
O=C(NCc1cccnc1)C1CCN(S(=O)(=O)N2CCC3(CC2)OCCO3)CC1,-9,.,-4[fluorescence artefact?],.,-6,0,2,3,130
CC1CCCC(NC(=O)CN(C)S(=O)(=O)c2cccc3cccnc23)C1C (stereo not drawn),-6,-3,1,-12,4,0,-7[fluorescence artefact?],5,115
CCO/C=C/C(O)(CNC(=O)COc1ccccc1F)C(F)(F)F (stereo not drawn),-2,1,-9,-3,7,3,-4,0,128
Cc1cc(Cl)c(S(=O)(=O)Nc2ccc3c(c2)OCCO3)cc1OCC(N)=O,-8,-1,-1,-5,-29,2,3,2,84
Cc1cccc(CS(=O)(=O)Cc2ccc(C(=O)O)o2)c1,-4,6,.,3,-4,-2,.,6,.
C=CC(=O)N1c2ccccc2Sc2ccc(NC(=O)OCC)cc21,-6,.,-35,.,-6,5,-22,0,90
CCOC(=O)CN1N=C(/C=C/c2ccc(C)cc2)CCC1=O,-8,.,.,.,5,-1,.,4,.
CCCCSc1nnc(CCC)n1N,-2,.,-2,.,-4,1,-3,10,113
CCCCCCCSc1nc(N)cc(=O)[nH]1,-5,-2,-3,3,23,3,-14,7,88
CCCCCCC(=O)Nc1nc(C)c(-c2csc(Nc3cc(Cl)ccc3OC)n2)s1,-13,3,.,1,11,1,.,6,.

# 19 compounds already listed, ordered by molecular weight, falling.
SMILES,PLK1 inh,Mac1 fbg enh,ERa SRC1 inh,CD11b adhes inh,Plk1 PBD FP,FAK blocker,ERb SRC1 inh,HIV Rev-RRE inh,ERa SRC1 pot
COc1ccc(C(=O)Cn2c(Br)nc3c2c(=O)n(C)c(=O)n3C)cc1OC,-3,2,2,-5,-1,6,-3,7,119
O=C(NCc1cccnc1)C1CCN(S(=O)(=O)N2CCC3(CC2)OCCO3)CC1,-9,.,-4[fluorescence artefact?],.,-6,0,2,3,130
Cc1cc(Cl)c(S(=O)(=O)Nc2ccc3c(c2)OCCO3)cc1OCC(N)=O,-8,-1,-1,-5,-29,2,3,2,84
CC1CCCC(NC(=O)CN(C)S(=O)(=O)c2cccc3cccnc23)C1C (stereo not drawn),-6,-3,1,-12,4,0,-7[fluorescence artefact?],5,115
CCc1cccc(CC)c1N(COC)C(=O)Cn1c(CO)nc2ccccc21,-5,0,-27,6,0,2,-22[fluorescence artefact?],8,100
Cc1cc(C)c(C)c(S(=O)(=O)ON2C(=O)c3ccccc3C2=O)c1C,-13,4,.,5,6,3,.,6,.
CCO/C=C/C(O)(CNC(=O)COc1ccccc1F)C(F)(F)F (stereo not drawn),-2,1,-9,-3,7,3,-4,0,128
C=CC(=O)N1c2ccccc2Sc2ccc(NC(=O)OCC)cc21,-6,.,-35,.,-6,5,-22,0,90
O=C(CN1C(=O)S/C(=C/c2cccs2)C1=O)N1CCOCC1,0,0,.,-3,-4,-1,.,8,.
COc1ccccc1-c1nnc(NC(=O)c2ccccc2F)o1,-5,0,-1,4,27,-2,-14,6,105
O=C(CN1C(=O)c2ccccc2S1(=O)=O)NC1CCCC1,-1,-6,2,4,-8,0,-2,9,116
CC(C)OC(=O)CSc1nnc(Cc2ccccc2)n1C,-19,-2,2,-2,-1,-2,6,6,95
CCOC(=O)CN1N=C(/C=C/c2ccc(C)cc2)CCC1=O,-8,.,.,.,5,-1,.,4,.
CCCc1nc2scc(-c3ccc(C)cc3)c2c(=O)n1N,5,-1,5,-4,-23,-2,1,8,107
Cc1cc(C)nc(NC(=O)c2ccc(Cl)c(Cl)c2)n1,-4,-1,4,-3,-10,2,-2[fluorescence artefact?],0,99
Cc1cccc(CS(=O)(=O)Cc2ccc(C(=O)O)o2)c1,-4,6,.,3,-4,-2,.,6,.
CCCCCCCSc1nc(N)cc(=O)[nH]1,-5,-2,-3,3,23,3,-14,7,88
Cc1cccc(C(=O)NCCN2CCCC2)c1,-1,-2,-4,16,4,0,-4,9,113[fluorescence artefact?]
CCCCSc1nnc(CCC)n1N,-2,.,-2,.,-4,1,-3,10,113

# Further structures.
SMILES,PLK1 inh,Mac1 fbg enh,ERa SRC1 inh,CD11b adhes inh,Plk1 PBD FP,FAK blocker,ERb SRC1 inh,HIV Rev-RRE inh,ERa SRC1 pot
CCOC(=O)C1CCCN(CCC(=O)Nc2ccc(C)cc2)C1 (stereo not drawn),-14,.,-13,.,5,-3,-17[fluorescence artefact?],5,124
COC(=O)COc1cc(C)cc2oc(=O)c(CC(=O)OC)c(C)c12,-12,-2,-12,-9,9,1,-20,-1,100
COC(=O)CNc1nc(-c2ccncc2)nc2ccccc12,-7,-1,-18,-11,-24,4,-6,3,98
COC(=O)c1nnn(CC(=O)Nc2ccc(C)c(F)c2)c1C(=O)OC,-11,-2,-9,15,-19,-5,-10,0,96
COc1ccc2cc3cc(C(=O)NCC4CCCO4)oc3nc2c1 (stereo not drawn),-16,-1,2,-24,-1,-2,-7,7,117
CCOC(=O)N1CCN(C(=S)Nc2cccc(C)c2)CC1,-10,.,.,.,22,-1,.,-2,.
Cn1c(NC(=O)c2ccco2)c(-c2ccccc2Cl)c(=O)c2ccccc21,-1,1,-7[fluorescence artefact?],-15,-22,-1,5,8,119
CCc1ccccc1NC(=O)c1nnn(CC(=O)Nc2ccccc2C)c1N,-7,.,-5,.,13,-3,-9,-1,118
CCC(C)(C)n1nnnc1C(c1ccc(C)cc1)N(Cc1ccco1)Cc1cccs1 (stereo not drawn),-6,-1,2,-1,-2,-2,1,13,72
O=C(O)CSCC(=O)Nc1ccccc1,-1,.,0,.,4,0,7,0,102
CCOC(=O)c1c(N)sc(C(C)=O)c1C,-5,-2,-1,-2,20,0,-2,5,81
